Source: PubChem BioAssay
Peg3 imprint: induces erasure of genomic imprints in mouse ES cells. mouse ES Peg3-LacZ reporter, beta-gal luminescence, 40 h. Potency, µM (series often up to 60.7 µM), inactives show at the highest dose activity change, positive = activation, usual class: activators. 110,000 tested, 0.02% active;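 further: 0% = negative control wells on the plate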
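Gelatin-coated wells received 300 freshly trypsinized female ES cells with a Peg3LacZ-Neo reporter on the maternal allele, then incubated 40 hours at 37C. BetaGlo was added for 5 minutes at room temperature before a single luminescence read.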
IkB signaling: IkB pathway inhibition in ABC-DLBCL cells; ABC-DLBCL IkBa-CBG/CBR dual luciferase ratio, 4 h; response scale: scaled: untreated 0%, proteasome inhibitor 100%; Potency, µM (titrated, usually from 57.1 µM), for inactives: top-dose IkBa stabilization activation; 110,000 tested, 0.04% active; active means well fitted curve in the direction sought with a large enough effect in the signal ratio, not every such curve was filed as active; inconclusive means small, poorly fitted or top-dose-only effect, or a change in a side signal; the % refers to the signal ratio;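 further: the direction sought is a rising ratio; 0% = basal untreated cells and 100% = reference inhibitor full response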
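In this assay, an IκBα–CBG68 fusion accumulates when IKK-driven degradation is blocked; native CBR normalizes for cell number. OCI-Ly3 cells were treated 4 h with compound and doxycycline, then green and red light read after Chroma-Glo addition.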
p53ts 39C tox: kills p53ts cells at the nonpermissive temperature; Potency, µM (titrated, usually from 46.1 µM), for the others: at the top dose activity change, negative = cell killing, actives largely listed as cytotoxic; H1299-p53A138V viability at 39C, ATP luminescence, 24 h; 130,000 tested, 1.5% active; further: nearly all actives have a fitted effect of over 55% in size
p53ts 32C tox: cytotoxicity in p53ts cells at permissive temperature; 130,000 tested, 0.93% active; AID 924; Potency, µM (titrated, usually from 46.1 µM), without a hit: at the highest dose activity change, negative = cytotoxicity, most hits filed as cytotoxic; H1299-p53A138V at 32C, ATP luminescence viability, 24 h;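 further: 0% = DMSO and -100% = full killing by reference compound; nearly all actives have a fitted effect of over 55% in size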
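Cells: H1299 p53ts (A138V), 600/well, pre-incubated 16–30 h at 37C. Cpd up to 46 uM, 24 h, 32C. Readout: ATPlite luminescence, 20 min RT. Normalization: DMSO vs tamoxifen 100 uM. AC50 by Hill equation.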
Starred values were filed as active, the others as inactive; u = inconclusive; x = not tested or not shown; & = joins results of further samples; [ ] = dose if it differs, or a comment. Unless noted, the call rests on the fitted dose curve; in most records, active means well fitted curve in the direction sought with a large enough effect; inconclusive means small, poorly fitted or top-dose-only effect, or another doubt; inactive means no such curve, though single readings can be large; an effect the other way counts as inactive or inconclusive. Unless noted, on the % scale 0 is the no-effect control and ±100 the full control effect; potency means the concentration at half of the fitted maximal effect.

No.	SMILES	Peg3 imprint	IkB signaling	p53ts 39C tox	p53ts 32C tox
1	CCCn1c(C(O)c2ccc(OCC)cc2)nc2ccccc21 (stereo not drawn)	-7.7%	3.9%	9.0%	7.7%
2	CC(=O)c1cccc(NC(=O)C2CCN(S(=O)(=O)c3ccc4[nH]c(=O)ccc4c3)CC2)c1	-10.8%[10.9 µM]	2.8%	-3.9%	-1.0%
3	Cn1nc(C(=O)NCc2cccc(Cl)c2)c2c1-c1ccccc1SC2	-5.4%[10.9 µM]	-1.4%	12.9%	-7.2%
4	O=C(C1CCCCC1)N(Cc1nc2sc3c(c2c(=O)[nH]1)CCCC3)Cc1cccs1	13.4%	0.8%	13.5%	14.6%
5	O=C(Nc1cc(C(=O)Nc2ccc(S(=O)(=O)O)cc2S(=O)(=O)O)cc(C(=O)Nc2ccc(S(=O)(=O)O)cc2S(=O)(=O)O)c1)Nc1cc(C(=O)Nc2ccc(S(=O)(=O)O)cc2S(=O)(=O)O)cc(C(=O)Nc2ccc(S(=O)(=O)O)cc2S(=O)(=O)O)c1	-6.0%&-1.8%	-0.1%&21.5%	-10.2%&-4.1%	-0.7%&-11.4%
6	O=S(=O)(c1ccccc1)c1nc(-c2ccc(Cl)cc2Cl)oc1N1CCCCC1	-12.9%[10.9 µM]	-1.7%	-5.0%	3.1%
7	Cc1ccc(Cl)cc1N1CCN(Cc2nnnn2C2CCCCC2)CC1	-8.7%	u	-3.8%	10.9%
8	O=c1[nH]cnc2nn(-c3ccccc3)nc12	-64.7%[inhibitor]	-1.1%	-26.0%	u
9	COC(=O)c1ccccc1NC(=O)c1ccc2nc(Cc3ccccc3)oc2c1	-6.7%[10.9 µM]	0.4%	-15.6%	-2.1%
10	O=c1oc2cc(O)ccc2cc1-c1nnc(Nc2ccccc2F)s1	-65.2%[inhibitor][10.9 µM]	u	u	u
11	CCC1=C(c2ccc(C)cc2)S(=O)(=O)N=C1N1CCC(C(=O)NCc2ccc(C)cc2)CC1	23.0%[10.9 µM]	u	-23.7%	5.3%
12	COc1ccc(-c2nn(C)c3sc(C(=O)N4CCN(c5ccccc5F)CC4)cc23)cc1OC	-6.8%[10.9 µM]	0.6%	-2.4%	13.1%
13	CC[C@H](C(=O)[C@H](C)[C@H](O)[C@H](C)CCc1ccc(C)c(O)c1C(=O)O)[C@H]1O[C@](CC)([C@@H]2CC[C@@](O)(CC)[C@H](C)O2)C[C@H]1C	-4.8%[16.8 µM]	u	u	38.5%[activator][20.6 µM]
14	Cc1ccccc1NS(=O)(=O)c1ccc2[nH]c3c(c2c1)CCCCC3	18.9%[10.9 µM]	u	25.1µM*	9.0%
15	CC(=O)c1cccc(NC(=O)CCS(=O)(=O)c2cc3c(cc2C)NC(=O)CO3)c1	-12.7%[10.9 µM]	u	-16.2%	-6.1%
16	CCC1Oc2ccc(C)cc2N(CC(=O)NCCc2ccc(OC)c(OC)c2)C1=O (stereo not drawn)	-11.3%	0.7%	8.7%	2.4%
17	CCN(CC)CCn1c(=S)[nH]c2cc3c(cc2c1=O)OCO3	19.2%	-0.3%	3.1%	-11.7%
18	O[C@@H](COc1cccc2ccccc12)CN1CCOCC1	-2.3%[10.9 µM]	0.0%[11.4 µM]	-4.1%[9.22 µM]	4.7%[9.22 µM]
19	CCOC(=O)C(NCc1ccc(F)cc1)(NC(=O)c1ccccc1)C(F)(F)F (stereo not drawn)	x	x	-12.4%	-13.4%
20	COc1ccc(S(=O)(=O)N(C)CC(=O)NCc2cccnc2)cc1	-7.9%	-0.1%	3.4%	-8.4%
21	Fc1ccc(Cn2nnc(-c3ccc(CN4CCOCC4)cc3)n2)cc1	-15.3%	0.5%	-18.8%	1.9%
22	CC(C)NC(=O)Cn1cnc2c1c(=O)n(C)c(=O)n2C	-3.6%	0.4%	11.5%	-0.8%
23	COc1ccc(NC(=O)c2cc3c(=O)n(Cc4ccco4)ccc3nc2C)c(OC)c1	10.0%[10.9 µM]	1.3%	1.5%	13.8%
24	COc1cccc(N2C(=O)C(CC(=O)Nc3ccc(F)cc3)N(CCC3=CCCCC3)C2=O)c1 (stereo not drawn)	10.0%[10.9 µM]	u	-14.8%	-20.0%
25	CN(Cc1nc2ccccc2c(=O)[nH]1)CC(O)COCc1ccco1 (stereo not drawn)	-11.1%	0.1%	5.6%	3.6%
26	Cn1c(CSCc2ccc(Cl)cc2)nnc1SCC(=O)Nc1nccs1	x	x	14.4%	0.7%
27	CCCCN(C(=O)c1cccc(S(=O)(=O)N2CCCCC2)c1)C1CCS(=O)(=O)C1 (stereo not drawn)	-6.5%[10.9 µM]	-2.0%	19.7%	1.2%
28	O=C(Nc1cccc2nsnc12)c1ccc(F)cc1	-51.3%[inhibitor]	3.8%	1.1%	3.3%
29	Cc1cccc(-n2c(=O)c3c(c4cc(C)ccc4n3C)n(CC(=O)NCCC3=CCCCC3)c2=O)c1	-7.3%[10.9 µM]	u	-21.3%	-3.3%
30	Cc1c(NC(=O)CCCCCN2C(=O)C3C4C=CC(C4)C3C2=O)c(=O)n(-c2ccccc2)n1C (stereo not drawn)	-3.1%	1.5%	4.8%	2.6%
31	CNC(=O)c1c(NC(=O)/C=C/c2ccccc2)sc2c1CCC2	-9.2%[10.9 µM]	u	-3.3%	-12.4%
32	Cc1cc(C)c2nc(SC(C)C(=O)NCC(=O)Nc3ccc(F)c(F)c3F)cc(C)c2c1 (stereo not drawn)	x	x	16.5%	8.2%
33	COc1cc(OC)cc(C(C)=O)c1	-11.0%	-1.8%	-5.8%	1.0%
34	CC(C)CN1CC2(CCN(C(=O)c3ccco3)CC2)C1	x	-0.3%[11.4 µM]	0.8%	-1.0%
35	CC(=O)OCC1OC(C#CCCCc2ccccc2)C=CC1OC(C)=O (stereo not drawn)	x	x	2.1%&-1.0%[9.22 µM]	3.4%&4.1%[9.22 µM]
36	CC(C(=O)c1ccccc1)n1c(N2CCOCC2)nc2c1c(=O)n(C)c(=O)n2C (stereo not drawn)	-20.8%	5.8%	3.7%	-3.2%
37	CCOC(=O)CSc1nnc([C@H](Cc2ccccc2)NC(=O)OC(C)(C)C)o1	-4.4%	1.0%	3.2%	-2.2%
38	Cc1csc(NC(=O)c2cc3c(s2)-c2ccccc2OC3)n1	-25.0%	15.7%	-13.1%	-17.7%
39	CCc1ccc(NC(=O)C(Cc2ccccc2)NS(=O)(=O)c2ccc3c(c2)c(=O)n(C)c(=O)n3C)cc1 (stereo not drawn)	1.2%[10.9 µM]	u	-2.5%	3.6%
40	CCOC(=O)c1c(C)[nH]c(C)c1S(=O)(=O)NCC(=O)Nc1ccc(CC)cc1	9.4%[10.9 µM]	0.5%	3.4%	3.0%
41	c1ccc2c(c1)NC(CN1CCOCC1)CO2 (stereo not drawn)	-6.7%	2.6%	-10.8%	-2.5%
42	Cc1ccc(NC(=O)c2nc(S(C)(=O)=O)ncc2N(Cc2ccc(C(C)(C)C)cc2)Cc2ccco2)cc1C	-10.8%[10.9 µM]	0.0%	5.7%	-2.3%

Ordered by heavy-atom count (highest first): part of the list above.
No.	SMILES	Peg3 imprint	IkB signaling	p53ts 39C tox	p53ts 32C tox
5	O=C(Nc1cc(C(=O)Nc2ccc(S(=O)(=O)O)cc2S(=O)(=O)O)cc(C(=O)Nc2ccc(S(=O)(=O)O)cc2S(=O)(=O)O)c1)Nc1cc(C(=O)Nc2ccc(S(=O)(=O)O)cc2S(=O)(=O)O)cc(C(=O)Nc2ccc(S(=O)(=O)O)cc2S(=O)(=O)O)c1	-6.0%&-1.8%	-0.1%&21.5%	-10.2%&-4.1%	-0.7%&-11.4%
39	CCc1ccc(NC(=O)C(Cc2ccccc2)NS(=O)(=O)c2ccc3c(c2)c(=O)n(C)c(=O)n3C)cc1 (stereo not drawn)	1.2%[10.9 µM]	u	-2.5%	3.6%
29	Cc1cccc(-n2c(=O)c3c(c4cc(C)ccc4n3C)n(CC(=O)NCCC3=CCCCC3)c2=O)c1	-7.3%[10.9 µM]	u	-21.3%	-3.3%
30	Cc1c(NC(=O)CCCCCN2C(=O)C3C4C=CC(C4)C3C2=O)c(=O)n(-c2ccccc2)n1C (stereo not drawn)	-3.1%	1.5%	4.8%	2.6%
11	CCC1=C(c2ccc(C)cc2)S(=O)(=O)N=C1N1CCC(C(=O)NCc2ccc(C)cc2)CC1	23.0%[10.9 µM]	u	-23.7%	5.3%
32	Cc1cc(C)c2nc(SC(C)C(=O)NCC(=O)Nc3ccc(F)c(F)c3F)cc(C)c2c1 (stereo not drawn)	x	x	16.5%	8.2%
23	COc1ccc(NC(=O)c2cc3c(=O)n(Cc4ccco4)ccc3nc2C)c(OC)c1	10.0%[10.9 µM]	1.3%	1.5%	13.8%
15	CC(=O)c1cccc(NC(=O)CCS(=O)(=O)c2cc3c(cc2C)NC(=O)CO3)c1	-12.7%[10.9 µM]	u	-16.2%	-6.1%
37	CCOC(=O)CSc1nnc([C@H](Cc2ccccc2)NC(=O)OC(C)(C)C)o1	-4.4%	1.0%	3.2%	-2.2%
35	CC(=O)OCC1OC(C#CCCCc2ccccc2)C=CC1OC(C)=O (stereo not drawn)	x	x	2.1%&-1.0%[9.22 µM]	3.4%&4.1%[9.22 µM]
3	Cn1nc(C(=O)NCc2cccc(Cl)c2)c2c1-c1ccccc1SC2	-5.4%[10.9 µM]	-1.4%	12.9%	-7.2%
18	O[C@@H](COc1cccc2ccccc12)CN1CCOCC1	-2.3%[10.9 µM]	0.0%[11.4 µM]	-4.1%[9.22 µM]	4.7%[9.22 µM]
34	CC(C)CN1CC2(CCN(C(=O)c3ccco3)CC2)C1	x	-0.3%[11.4 µM]	0.8%	-1.0%
41	c1ccc2c(c1)NC(CN1CCOCC1)CO2 (stereo not drawn)	-6.7%	2.6%	-10.8%	-2.5%

This is a random part of the collection. Share with any hit: about 1.7%.
